Screening results (PubChem BioAssay)
IL-2 act = qHTS of IL-2 Activators | IL-2 activation reporter assay, cell-based qHTS; stimulated with anti-CD3/CD4/CD28 beads; in transgenic mouse T cells | hit rate 0.065% among 360,000 | activation, % (series mostly up to about 46 µM); in the data active = activation above about 50%; inconclusive = mostly about 30% to 49%; note: 0% is about no effect
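Quantitative HTS in unstimulated transgenic mouse T cells, with memory T cells as non-tolerant control and PMA/ionomycin as tolerance-bypass control. Compound pretreatment lasted 60 minutes before 18 h bead stimulation; EGFP/DsRed fluorescence read.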
PI5P4Ka inh = qHTS for Inhibitors of phosphatidylinositol 5-phosphate 4-kinase (PI5P4K); PI5P4Kalpha enzyme, ADP-Glo luminescence, 60 min; stronger effect = lower value; max response, %; hit rate 1.2% among 330,000; active = max response of -50% or lower; inconclusive = between -30% and -50%; inactive = -30% or higher; note: value at the top dose of about 77 µM; % is set by controls: 0 for no effect and ±100 for the full control effect
Target sequence (P48426 whole entry, looked up): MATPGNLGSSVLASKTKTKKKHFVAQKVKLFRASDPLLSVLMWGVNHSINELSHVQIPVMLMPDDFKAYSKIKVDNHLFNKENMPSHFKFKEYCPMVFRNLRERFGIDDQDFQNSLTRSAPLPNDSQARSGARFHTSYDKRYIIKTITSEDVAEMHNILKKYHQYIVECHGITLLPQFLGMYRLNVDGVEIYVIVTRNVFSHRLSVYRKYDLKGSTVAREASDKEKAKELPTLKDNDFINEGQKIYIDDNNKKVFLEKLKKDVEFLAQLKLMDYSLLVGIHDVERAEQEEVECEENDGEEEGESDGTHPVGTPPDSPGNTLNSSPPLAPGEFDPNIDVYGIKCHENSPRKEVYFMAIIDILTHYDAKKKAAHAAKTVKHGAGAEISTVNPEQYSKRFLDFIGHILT
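Luminescence from ADP-Glo served as readout of PI5P4Kalpha activity in a qHTS format. Reaction: enzyme, substrate, compound, ATP at 5 microM final, 60 min at RT.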
EPAC1 antagonist = qHTS for Antagonist of cAMP-regulated guanine nucleotide exchange factor 3 (EPAC1): primary screen. Rap guanine nucleotide exchange factor 3 (Homo sapiens), O95398. EPAC1 GEF assay, Rap1b-BODIPY-GDP exchange fluorescence. Potency, µM (top dose mostly 115 µM), for the others: top-dose activity change, negative = inhibition, hits mostly inhibitors. hit rate 0.14% among 360,000. AID 720709, 2013;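 note: potency is the fitted concentration of half-maximal effect; plate controls were vehicle for no effect and positive control for full effect; nearly all actives have a fitted effect of over 50% in size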
EPAC1 ag = qHTS for Agonist of cAMP-regulated guanine nucleotide exchange factor 3 (EPAC1): primary screen; EPAC1 agonist qHTS, biochemical assay; response scale: 100% = response to 6.5 mM cAMP; hit rate 0.073% among 360,000; Potency, µM (doses to about 154 µM), without a hit: at the highest dose activation, hits mostly activators; AID 720707, 2013; note: potency is the fitted concentration of half-maximal effect; nearly all actives have a fitted effect of over 60% in size
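Multi-concentration qHTS readout: loss of Rap1B-bound BODIPY-GDP fluorescence driven by 100 nM EPAC1 with excess GDP (50 uM), monitored kinetically at room temperature; agonist response expressed relative to 6.5 mM cAMP.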
Abeta yeast res = qHTS for compounds that reverse cellular toxicity of Amyloid beta (A-beta) peptide in yeast: Primary Screen; yeast expressing A-beta42, growth rescue, OD600, 48 h; response scale: 0% DMSO, 100% iron-clioquinol control; Potency, µM (highest dose often 46.1 µM), for the others: at the highest dose growth rescue, usual class: activators; hit rate 0.063% among 410,000; note: potency is the fitted concentration of half-maximal effect; nearly all actives have a fitted effect of over 55% in size
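Yeast growth medium received pinned compounds, then yeast cells expressing toxic A-beta were added; plates incubated at 30 C for 48 hr. Growth read as absorbance at 600 nm, normalized to DMSO and equimolar FeCl3 plus clioquinol controls.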
WRN helicase inh = qHTS for Inhibitors of WRN Helicase | Bifunctional 3'-5' exonuclease/ATP-dependent helicase WRN (Homo sapiens), Q14191 | WRN helicase unwinding, fluorescent forked duplex, kinetic | Potency, µM (titrated, usually from 114 µM), for inactives: at the top dose activity change, negative = inhibition, actives largely listed as inhibitors | hit rate 0.46% among 360,000 | AID 651768, 2012; note: potency is the fitted concentration of half-maximal effect; % is set by controls: 0 for no effect and ±100 for the full control effect; nearly all actives have a fitted effect of over 55% in size
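Screening of the MLSMR collection measured strand separation of a quenched forked DNA duplex (100 nM) by 20 nM WRN with 2 mM ATP, all final. Compounds were preincubated with enzyme 15 min at room temperature.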
FUS suppressor = qHTS for Suppressors of FUS Proteinopathy: Primary screen using FUS-linked yeast assay; S. cerevisiae FUS-expressing, growth rescue, OD600, 24 h; hit rate 0.24% among 390,000; AID 1347120, 2019; Potency, µM (highest dose often 76.6 µM), for the others: at the top dose growth rescue (activation), most hits filed as activators;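 note: potency is the fitted concentration of half-maximal effect; plate controls were DMSO vehicle for no effect and reference control for full effect; nearly all actives have a fitted effect of over 55% in size; some results filed as inactive show a strong effect at the top dose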
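FUS-expressing yeast, raffinose-pregrown, induced in 2% galactose minimal medium at OD 0.005; compounds in a dilution series, 24hr at 30C. Growth restoration read as absorbance at 600 nm. CP55940 positive control, DMSO negative.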
PLK1 PBD inh = qHTS for Inhibitors of PLK1-PDB (polo-like kinase 1 - polo-box domain): Primary Screen. Serine/threonine-protein kinase PLK1 (Homo sapiens), P53350. hit rate 2.8% among 360,000. Potency, µM, for the others: max response, negative = inhibition, actives largely listed as inhibitors. Plk1 PBD binding of FITC phosphopeptide, fluorescence polarization. AID 720504, 2013; note: potency is the fitted concentration of half-maximal effect; series mostly up to about 57 µM; % is set by controls: 0 for no effect and ±100 for the full control effect; nearly all actives have a fitted effect of over 65% in size
Target sequence (P53350 whole entry, looked up, the tested form may be a part): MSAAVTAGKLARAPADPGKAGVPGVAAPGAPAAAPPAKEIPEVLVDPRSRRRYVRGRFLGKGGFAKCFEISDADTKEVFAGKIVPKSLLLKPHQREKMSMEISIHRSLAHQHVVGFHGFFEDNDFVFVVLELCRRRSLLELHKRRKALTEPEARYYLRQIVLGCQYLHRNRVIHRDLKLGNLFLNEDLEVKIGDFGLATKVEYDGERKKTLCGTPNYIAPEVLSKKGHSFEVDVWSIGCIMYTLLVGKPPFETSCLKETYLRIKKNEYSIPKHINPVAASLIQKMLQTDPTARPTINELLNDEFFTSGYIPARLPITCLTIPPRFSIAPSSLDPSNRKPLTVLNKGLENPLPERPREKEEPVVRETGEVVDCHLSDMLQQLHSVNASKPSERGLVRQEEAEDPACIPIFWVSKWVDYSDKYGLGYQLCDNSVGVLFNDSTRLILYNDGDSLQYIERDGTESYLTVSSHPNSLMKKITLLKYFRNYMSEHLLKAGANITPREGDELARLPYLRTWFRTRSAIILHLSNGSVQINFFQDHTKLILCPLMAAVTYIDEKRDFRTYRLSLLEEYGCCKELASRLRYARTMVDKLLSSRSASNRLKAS
The depositor's hits bear a star; ? = inconclusive; nt = no result given; [ ] = remark or other dose. Unless noted, calls come from the whole dose curve; as a rule, active = well fitted curve in the direction sought with a large enough effect; inconclusive = small, poorly fitted or top-dose-only effect, or another doubt; inactive = no such curve, though single readings can be large; an effect the other way counts as inactive or inconclusive.

SMILES | IL-2 act | PI5P4Ka inh | EPAC1 antagonist | EPAC1 ag | Abeta yeast res | WRN helicase inh | FUS suppressor | PLK1 PBD inh
CC1CN(S(=O)(=O)c2cccc(C(=O)N(C)C3CCN(C)CC3)c2)CC(C)O1 (centres undefined) | -0.4 | 5 | -1% | -17% | -14% | -4% | -21% | 1%
COc1ccccc1N1CCN(C(=O)CSc2nc(C)c(C)c(=O)[nH]2)CC1 | 0.6 | -1 | 5% | -7% | 3% | 2% | -33% | 1%
O=[N+]([O-])c1cccnc1Sc1ccc(Cl)cc1 | -0.7 | 9 | -7% | 19% | 8% | -2% | -3% | -1%
CC1CC(C)CN(CCOc2cccc(Cl)c2Cl)C1 (centres undefined) | -0.2 | -5 | -14% | -26% | 15% | -2% | nt | 7%
CCCCc1cc(=O)oc2cc(C)cc(OC(C)C(=O)NCc3cccnc3)c12 (centres undefined) | -1.7 | 1 | 18% | -14% | -11% | 21% | 25% | -1%
Cc1ccc(NC(=O)C(NC2CCCC2)c2ccccc2)cc1Cl (centres undefined) | -4.0 | 2 | -11% | -8% | -13% | 4% | -6% | -5%
COc1ccc(NC(=O)CN(C)C(=O)c2ccc(S(=O)(=O)Nc3ccccc3C)cc2)cc1 | -3.2 | 0 | 10% | -6% | 2% | -10% | 2% | 0%
O=S(=O)(NC1CC2CCC1C2)c1ccc(Br)s1 (centres undefined) | -3.5 | ? | -2% | -3% | 2% | -15% | 10% | 3.4µM*
CCC(CC)NC(=O)Nc1cccc(C)c1C | -0.3 | -12 | 0% | 9% | -5% | -2% | -20% | ?
COc1ccc(CNC(=O)OCCN2CCN(S(=O)(=O)c3ccc(C)cc3)CCC2=O)cc1 | 0.1 | -3 | -1% | -8% | -10% | 4% | 16% | -18%
CCOC(=O)c1sc(N(Cc2ccccc2)C(=O)COC(=O)c2cnccn2)nc1C | 1.4 | 1 | -7% | -3% | 0% | -1% | 30% | -2%
O=[N+]([O-])c1cccc2c3c([nH]c12)CCCC3 | -4.7 | 9 | -13% | -3% | ? | 3% | -9% | -2%
Cc1ccc(OCCOC(=O)c2nc3nccc(C)n3n2)cc1 | -0.6 | -20 | -7% | 7% | -8% | 8%[57.1 µM] | -9% | 27µM*
O=C(CSCc1ccc(F)cc1)NC1CCCC1 | -1.2 | nt | 20% | 3% | 7% | 7% | -12% | -2%
CN(C)c1ccc(-c2noc(C3CCN(S(=O)(=O)c4cccc(C(=O)O)c4)CC3)n2)cc1 | 2.1 | nt | -1% | -4% | 10% | -7% | 3% | ?
CN(CCc1ccccc1)C(=O)c1cccc(NC(=O)Cc2cccc([N+](=O)[O-])c2)c1 | -0.6 | 0 | -4% | -9% | 0% | 4% | 39% | 2%
COC(=O)c1cc(S(=O)(=O)NCCN2CCOCC2)cn1C | -2.2 | 1 | 9% | -5% | 4% | -5% | 18% | 1%
O=C1C=C(N2CCN(C3=CC(=O)CCC3)CC2)CCC1 | 2.2 | 6 | -16% | -4% | 6% | -1% | -29% | -3%
CC1Cc2ccccc2N1C(=O)CSc1nc2cc3c(cc2cc1C#N)OCO3 (centres undefined) | 0.9 | -12 | 4% | 7% | 25% | -5% | 24% | 3%
CCCn1nnnc1NCc1ccccc1OCc1ccc(F)cc1 | -0.3 | nt | -9% | -1% | 2% | -8% | 7% | 0%
COc1ccc(Cl)cc1NC(=O)CSc1nnc(Cc2ccc(C)cc2)c(=O)[nH]1 | 0.1 | -3 | -3% | -13% | -1% | -14% | 1% | -23%
CC(=O)c1c(C)oc2ccc(N(C(C)=O)S(=O)(=O)c3cccc([N+](=O)[O-])c3)cc12 | -0.4 | 2 | 0% | -2% | -3% | -2% | -12% | -12%
CCOC(=O)C1CCN(c2c(C(=O)c3ccccc3)cnc3ccc(CC)cc23)CC1 | -2.1 | -2 | 4% | 9% | -38%[inhibitor] | 1% | -11% | 2%
Cc1cnccc1CNC(=O)CC1C(=O)NCCN1CC(C)(C)C (centres undefined) | -0.2 | -7 | -12% | -2% | -6% | -8% | 22% | -16%
O=C(COc1ccccc1)NCC(=O)N1CCCC1 | -4.7 | 0 | 2% | 13% | 17% | 4% | -17% | -16%

Of the compounds above, these contain a nitro group on carbon:
SMILES | IL-2 act | PI5P4Ka inh | EPAC1 antagonist | EPAC1 ag | Abeta yeast res | WRN helicase inh | FUS suppressor | PLK1 PBD inh
O=[N+]([O-])c1cccnc1Sc1ccc(Cl)cc1 | -0.7 | 9 | -7% | 19% | 8% | -2% | -3% | -1%
O=[N+]([O-])c1cccc2c3c([nH]c12)CCCC3 | -4.7 | 9 | -13% | -3% | ? | 3% | -9% | -2%
CN(CCc1ccccc1)C(=O)c1cccc(NC(=O)Cc2cccc([N+](=O)[O-])c2)c1 | -0.6 | 0 | -4% | -9% | 0% | 4% | 39% | 2%
CC(=O)c1c(C)oc2ccc(N(C(C)=O)S(=O)(=O)c3cccc([N+](=O)[O-])c3)cc12 | -0.4 | 2 | 0% | -2% | -3% | -2% | -12% | -12%

More entries follow.
SMILES | IL-2 act | PI5P4Ka inh | EPAC1 antagonist | EPAC1 ag | Abeta yeast res | WRN helicase inh | FUS suppressor | PLK1 PBD inh
C[C@@H]1CN([C@H](C)CO)C(=O)CCCn2nncc2CO[C@H]1CN(C)C(=O)NC1CCCCC1 | -1.5 | 3 | 22% | -8% | -4% | 11% | -26% | -3%
CC1CN(c2nc(-c3ccccc3)nc3ccccc23)CC(C)O1 (centres undefined) | -2.0 | nt | 8% | 6% | -14% | -4% | 19% | -2%
CCN(Cc1ccc(Cl)s1)C(=O)c1cccc(OCc2c(C)noc2C)c1 | -3.6 | 12 | -4% | -4% | -17% | -10% | nt | 0%
CCSc1nc2c(c(=O)[nH]c(=O)n2C)n1CC(O)COc1ccccc1C (centres undefined) | -2.6 | nt | 5% | 4% | 1% | 11% | 42% | 27µM*
COc1cccc(/C=N/n2c(-c3cc(C)[nH]n3)n[nH]c2=S)c1 | -0.2 | -16 | 8% | 1% | -10% | 2% | 32% | -15%
COc1ccc(S(=O)(=O)N2CCOCC2)cc1NC(=O)CSc1nnnn1C1CC1 | -1.5 | 0 | 15% | 12% | -15% | 0% | nt | 1%
O=C(CCc1c[nH]c2ccccc12)NCCc1ccc2c(c1)OCCO2 | -3.5 | -4 | 12% | 0% | 11% | -5% | 4% | -4%
C=CCc1ccccc1OCCNCc1ccccc1 | 1.3 | 4 | -28% | -1% | -4% | -9% | 22% | -12%
CN(Cc1ccc(Cl)cc1)C(c1cc2ccccc2o1)c1nnnn1C(C)(C)C (centres undefined) | -0.5 | 12 | 0% | 3% | -2% | -7% | 20% | -2%
CNC(=O)CSCc1cnn(-c2ccccc2)c1-n1cccc1 | -2.8 | nt | 10% | -1% | 6% | 3% | 32% | 1%
CCn1nccc1C(=O)NC1=C(C#N)CCC1 | -3.2 | nt | -4% | 0% | 1% | -5% | 28% | -6%
O=C(Nc1ccc2c(c1)OCO2)C(c1ccccc1)N1CCN(C(=O)c2ccco2)CC1 (centres undefined) | -0.1 | -4 | 6% | -2% | -4% | 4% | 8% | -5%
O=C(COC(=O)c1ccc(Cl)nc1)Nc1cccc(S(=O)(=O)N2CCCCC2)c1 | 0.5 | -16 | -19% | 7% | 1% | 1% | 23% | -22%
COc1ccc([C@@H]2[C@@H](C(=O)C(C)(C)C)N3N=Cc4ccccc4[C@@H]3C23C(=O)OC(C)(C)OC3=O)cc1OC | -2.3 | -2 | -2% | 4% | -8% | 4% | 33% | ?
CC(C)(C)c1ccc(-n2ncc3c2CCCC3NC(=O)c2cnccn2)cc1 (centres undefined) | -1.5 | 21 | -23% | -1% | 5% | -5% | 15% | -5%
Cc1ccc(C)c(NC(=O)CSc2nnc(-c3ccccc3)o2)c1 | 2.8 | -2 | ? | -5% | 0% | -1% | -8% | -20%
CCOC(=O)N1CCN(C(=O)c2cccc(NC(=O)c3ccco3)c2)CC1 | -0.5 | 2 | -8% | -3% | 1% | 3% | -8% | -12%
CCSc1nc2sc3c(c2c(=O)[nH]1)CCCC3 | 0.7 | -9 | -11% | 0% | 11% | 6% | -3% | -6%
CC1CC(C)CN(C(=O)COc2cccnc2[N+](=O)[O-])C1 (centres undefined) | 0.5 | -5 | 14% | 0% | 2% | 10% | -2% | -15%
COCCn1c(SCc2nc3ccccc3s2)nc2ccccc21 | -3.8 | nt | -13% | 12% | 6% | -9%[57.1 µM] | 9% | -3%
Cc1ccc([C@H]2C(C(=O)O)=CC[C@@H](c3ccc(C(C)C)cc3)N2S(=O)(=O)c2ccc(C)cc2)cc1 | 0.5 | -19 | ? | -10% | 1% | -24% | ? | 24µM*
CCCc1nc2c(C)cc(C)cc2c(N)c1CC | 0.4 | nt | 13% | 2% | 0% | 16% | 15% | 0%

Quoted at random: two records from the list
SMILES | IL-2 act | PI5P4Ka inh | EPAC1 antagonist | EPAC1 ag | Abeta yeast res | WRN helicase inh | FUS suppressor | PLK1 PBD inh
CCCc1nc2c(C)cc(C)cc2c(N)c1CC | 0.4 | nt | 13% | 2% | 0% | 16% | 15% | 0%
COCCn1c(SCc2nc3ccccc3s2)nc2ccccc21 | -3.8 | nt | -13% | 12% | 6% | -9%[57.1 µM] | 9% | -3%
